N370S GC – inhibitors or activators of N370S glucocerebrosidase for Gaucher disease; P04062; N370S GC spleen homogenate, 4MU-glucoside fluorescence; Potency, µM (top dose mostly 59.4 µM), without a hit: at the highest dose activity change, negative = inhibition, most hits filed as inhibitors; hit rate 0.092% among 330,000;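 further: 0% = full enzyme activity and -100% = no enzyme basal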
GCN5L2 inh – inhibitors of human GCN5L2 histone acetyltransferase; Q92830; GCN5L2 HAT assay, ThioGlo1 CoA-SH fluorescence; Potency, µM (doses to about 58.9 µM), for the others: top-dose activity change, negative = inhibition, most hits filed as inhibitors; hit rate 0.21% among 390,000; AID 504327
Target sequence (Q92830 whole entry, looked up): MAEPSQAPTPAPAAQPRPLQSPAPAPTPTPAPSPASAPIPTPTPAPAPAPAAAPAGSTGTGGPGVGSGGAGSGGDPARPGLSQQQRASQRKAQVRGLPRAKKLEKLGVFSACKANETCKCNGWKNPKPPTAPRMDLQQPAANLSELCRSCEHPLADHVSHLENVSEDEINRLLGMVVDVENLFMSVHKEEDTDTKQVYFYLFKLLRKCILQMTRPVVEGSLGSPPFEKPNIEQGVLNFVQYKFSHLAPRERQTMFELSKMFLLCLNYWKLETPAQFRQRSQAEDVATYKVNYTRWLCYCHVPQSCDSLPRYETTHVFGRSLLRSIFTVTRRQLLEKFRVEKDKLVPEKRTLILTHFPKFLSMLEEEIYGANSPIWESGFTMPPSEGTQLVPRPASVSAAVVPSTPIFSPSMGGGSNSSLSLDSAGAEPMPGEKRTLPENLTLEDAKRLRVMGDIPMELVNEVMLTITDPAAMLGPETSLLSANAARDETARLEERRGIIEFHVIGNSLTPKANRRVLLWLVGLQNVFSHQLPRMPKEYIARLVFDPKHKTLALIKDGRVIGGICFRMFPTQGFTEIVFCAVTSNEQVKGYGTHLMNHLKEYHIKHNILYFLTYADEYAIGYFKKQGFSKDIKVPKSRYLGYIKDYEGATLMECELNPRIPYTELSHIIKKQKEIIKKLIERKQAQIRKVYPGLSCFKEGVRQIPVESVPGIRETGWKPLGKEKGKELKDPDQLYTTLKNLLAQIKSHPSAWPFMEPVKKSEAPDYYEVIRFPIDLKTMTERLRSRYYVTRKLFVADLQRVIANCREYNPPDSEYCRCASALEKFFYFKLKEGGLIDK
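GCN5L2 (20 nM) in 50mM HEPES pH 7.5, 0.1mM EDTA, 0.01% Tween-20 preincubated 15 min with compounds at room temperature. Reaction started with H3(1-25) 75uM, acetyl-CoA 70uM, ThioGlo1 50uM; CoA-thiol fluorescence (Ex340/Em540) read at 0 and 20 min.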
FEN1 inh – inhibitors of human flap endonuclease 1 | Recombinant FEN1 flap cleavage, fluorescence, 15 min | Potency, µM (titrated, usually from 114 µM), without a hit: at the top dose activity change, negative = inhibition, most hits filed as inhibitors | hit rate 0.35% among 390,000 | AID 588795; further: nearly all actives have a fitted effect of over 65% in size
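With each library titrated from low to high concentration, compounds met 10 nM FEN1 for 15 min at room temperature before 50 nM substrate was added; readings at 0 and 15 min fed four-parameter Hill curve fits.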
Active calls of the source: *; ? = inconclusive; / = not tested or not shown; & = joins results of further samples. The call rests on the fitted dose curve; in most records, active means well fitted curve in the direction sought with a large enough effect; inconclusive means small, poorly fitted or top-dose-only effect, or another doubt; inactive means no such curve, though single readings can be large; an effect the other way counts as inactive or inconclusive. Unless noted, on the % scale 0 is the no-effect control and ±100 the full control effect; potency means the concentration at half of the fitted maximal effect.

FEN1 inh	N370S GC	SMILES	GCN5L2 inh
0%	-1%	CCOC(=O)N1CCN(c2ccc([N+](=O)[O-])cc2F)CC1C (stereo not drawn)	-2%
-2%	5%	Nc1ncnc(Nc2cccc(C(F)(F)F)c2)n1	1%
9%	20%	COc1ccc2c(CC(=O)OCC(=O)Nc3cccc(S(N)(=O)=O)c3)coc2c1	-1%
-6%	/	O=C(c1noc2c1CCCCC2)N1CCN(c2ccc(Cl)cc2)CC1	-2%
-1%	3%&1%&-6%&4%	O=C1C(c2c(O)[nH]c3ccccc23)=Nc2ccccc21	8%&3%&15%&-3%
0%	-6%	O=C(c1ccccc1)C1CCN(C(=O)C2CCC(=O)N(Cc3cccc(F)c3)C2)CC1 (stereo not drawn)	2%
0%	/	CC(C)(C)OC(=O)C[C@H]1C/C=C\C[C@@H](CC(=O)N[C@@H](CO)Cc2ccccc2)C(=O)N2CCC[C@@H]2COC1=O	2%
-12%	/	CC(C)(C)C1CCC(=NNc2ncc(C(F)(F)F)cc2Cl)CC1 (stereo not drawn)	1%
2%	0%	CCCN(CC(=O)Nc1ccccc1OC)C(=O)CSc1nc(C)cc(C)n1	-8%
-19%	1%	COc1ccc(Nc2cc(NCCCO)c([N+](=O)[O-])c3nonc23)cc1	-6%
-1%	4%	COCCOCCOCCC(=O)NC1CC2CCC1(C)C2(C)C (stereo not drawn)	0%
-17%	/	Cc1ccc(-n2ncc(C(=O)Nc3ccc4c(c3)OCCO4)c2C2CCN(C(=O)OC(C)(C)C)CC2)cc1C	0%
-2%	3%	CCc1ccccc1NC(=O)Cn1nnc(-c2cccs2)n1	-4%
8%	3%	COc1ccc(C(=O)NNC(=O)C(=O)Nc2ccc(C)c(Cl)c2)cc1	-3%
12%	-4%	Cc1ccc(CNC(=O)C2CCN(C(=O)Nc3ccc(C)cc3)CC2)cc1	-10%

Next structures follow:
FEN1 inh	N370S GC	SMILES	GCN5L2 inh
-13%	-11%	COc1cc(NC(=O)C(C)Oc2ccccc2)c(OC)cc1NC(=O)c1ccccc1 (stereo not drawn)	-14%
0%	-6%	COc1ccc(NC(=O)c2c(C)cc(=O)oc2C)c(OC)c1	0%
-19%	3%	CC(C)C(NC(=O)c1cccs1)c1nnc(SCC(=O)Nc2nccs2)n1C (stereo not drawn)	-2%
-2%	3%	Cc1c(C(=O)N2CCCC2)c(S(=O)(=O)N2CCN(c3ccccc3F)CC2)c(C)n1C	-21%
16%	1%	COc1cc(C(C(=O)NC2CCCC2)N(C(=O)c2snc(C(N)=O)c2N)C2CCCC2)cc(OC)c1OC (stereo not drawn)	3%
1%	1%	O=C(O)C1CC=CCC1C(=O)Nc1ccc(N2CCN(Cc3ccccc3)CC2)cc1 (stereo not drawn)	-3%
-13%	5%	CC(C(=O)Nc1ccc(F)c(F)c1F)N(C)Cc1cccs1 (stereo not drawn)	-19%
5%	/	CC(=O)N1CCN(C(=O)COC(=O)/C=C/c2ccccc2[N+](=O)[O-])CC1	0%
2%	5%	Cc1ccc(CC(=O)NCCS(=O)c2ccc(Cl)cc2)cc1 (stereo not drawn)	-7%
12%&-4%	2%	C/C(N)=C(/C#N)C(=O)CSc1nnc(Cc2ccccc2F)n1N	0%
4%	7%	COc1ccc(CN(C)C(=O)CCN(c2ccccc2)S(=O)(=O)c2ccc(C)cc2)c(OC)c1	-22%
19%	-1%	Cc1noc(C(=O)N2CCN(Cc3ccc4c(c3)OCO4)CC2)c1Cl	5%
5%	16%	O=C(Nc1cccc([N+](=O)[O-])c1)c1cc2ccccc2cc1O	-17%
3%	/	O=C(CSc1nc2c([nH]c3ccccc32)c(=O)n1-c1ccc(F)cc1)NCc1ccccc1	1%
1%	6%	O=C(OCc1cc([N+](=O)[O-])cc2c1OCOC2)c1ccccn1	-7%

Sorted by molar mass (rising): some entries from above.
FEN1 inh	N370S GC	SMILES	GCN5L2 inh
-2%	5%	Nc1ncnc(Nc2cccc(C(F)(F)F)c2)n1	1%
-1%	3%&1%&-6%&4%	O=C1C(c2c(O)[nH]c3ccccc23)=Nc2ccccc21	8%&3%&15%&-3%
0%	-6%	COc1ccc(NC(=O)c2c(C)cc(=O)oc2C)c(OC)c1	0%
0%	-1%	CCOC(=O)N1CCN(c2ccc([N+](=O)[O-])cc2F)CC1C (stereo not drawn)	-2%
-2%	3%	CCc1ccccc1NC(=O)Cn1nnc(-c2cccs2)n1	-4%
1%	6%	O=C(OCc1cc([N+](=O)[O-])cc2c1OCOC2)c1ccccn1	-7%
-1%	4%	COCCOCCOCCC(=O)NC1CC2CCC1(C)C2(C)C (stereo not drawn)	0%
-13%	5%	CC(C(=O)Nc1ccc(F)c(F)c1F)N(C)Cc1cccs1 (stereo not drawn)	-19%
2%	5%	Cc1ccc(CC(=O)NCCS(=O)c2ccc(Cl)cc2)cc1 (stereo not drawn)	-7%
12%&-4%	2%	C/C(N)=C(/C#N)C(=O)CSc1nnc(Cc2ccccc2F)n1N	0%
-12%	/	CC(C)(C)C1CCC(=NNc2ncc(C(F)(F)F)cc2Cl)CC1 (stereo not drawn)	1%
-6%	/	O=C(c1noc2c1CCCCC2)N1CCN(c2ccc(Cl)cc2)CC1	-2%
8%	3%	COc1ccc(C(=O)NNC(=O)C(=O)Nc2ccc(C)c(Cl)c2)cc1	-3%
2%	0%	CCCN(CC(=O)Nc1ccccc1OC)C(=O)CSc1nc(C)cc(C)n1	-8%
-2%	3%	Cc1c(C(=O)N2CCCC2)c(S(=O)(=O)N2CCN(c3ccccc3F)CC2)c(C)n1C	-21%
3%	/	O=C(CSc1nc2c([nH]c3ccccc32)c(=O)n1-c1ccc(F)cc1)NCc1ccccc1	1%
-17%	/	Cc1ccc(-n2ncc(C(=O)Nc3ccc4c(c3)OCCO4)c2C2CCN(C(=O)OC(C)(C)C)CC2)cc1C	0%
0%	/	CC(C)(C)OC(=O)C[C@H]1C/C=C\C[C@@H](CC(=O)N[C@@H](CO)Cc2ccccc2)C(=O)N2CCC[C@@H]2COC1=O	2%

The list continues:
FEN1 inh	N370S GC	SMILES	GCN5L2 inh
5%	/	CCOc1ccccc1NC(=O)c1c2c(nc3ccccc13)C(=O)N(C1CCCCC1)C2	-5%
18%	13%	Cc1ccc(-c2csc(NC(=O)CCNC(=O)c3ccc(Cl)cc3)n2)cc1	2%
-12%	-10%	COc1ccc(S(=O)(=O)NCCc2ccc(F)cc2)cc1	-12%
0%	11%	CCC(C)N(C(=O)COC(=O)Cc1n[nH]c(=O)c2ccccc12)C1CCS(=O)(=O)C1 (stereo not drawn)	-2%
6%	3%	Cc1cc(C(=O)CN2C(=O)NC(CC(C)C)C2=O)c(C)n1-c1ccccc1F (stereo not drawn)	-6%
19%	-2%	CCCc1nnc(NC(=O)CCC(=O)N2CCN(Cc3ccc(Cl)cc3)CC2)s1	-18%
-1%	-6%	O=C(Nc1cc2c3c(c1)CC(=O)N3CCC2)c1ccco1	-10%
-8%	4%	COCCn1nnnc1C(c1ccc(OC)cc1)N1CCN(c2ccccc2F)CC1 (stereo not drawn)	-7%
?	-1%	CC(SC1=NCCN1S(=O)(=O)c1ccc(F)cc1)c1ccccc1 (stereo not drawn)	-28%
8%	15%	c1ccc(Cn2c(CSc3nnnn3-c3ccccc3)nc3ccccc32)cc1	-4%
-9%	-1%	Cc1nn(C)cc1C(C(=O)NC1CCCCC1)N(C(=O)Cc1cccs1)c1ccc(Cl)cc1 (stereo not drawn)	1%
9%	-12%	CCOC(=O)CC(=O)CSc1nc(C)cc(-c2cccnc2)c1C#N	-6%
-3%	0%	CCOC(=O)c1ccc[n+](CC(=O)Nc2cc(C(F)(F)F)ccc2Cl)c1	-21%
?	/	COc1ccccc1N1CCN(CC(O)COc2ccc(C)cc2C(C)(C)C)CC1 (stereo not drawn)	-18%
-11%	2%	CCN1CCN(C(=O)C2CCC(CNS(=O)(=O)c3ccccc3)CC2)CC1 (stereo not drawn)	-9%

Carrying on:
FEN1 inh	N370S GC	SMILES	GCN5L2 inh
/	-2%	C[C@@H](O)[C@@H]1NC(=O)[C@H](CCCCN)NC(=O)[C@H](Cc2c[nH]c3ccccc23)NC(=O)[C@H](Cc2ccccc2)NC(=O)[C@H](Cc2ccccc2)NC(=O)[C@H](CC(N)=O)NC(=O)[C@H](CCCCN)NC(=O)[C@@H](NC(=O)[C@@H]2CCCN2)CSSC[C@@H](C(=O)N[C@@H](CCCCN)C(=O)O)NC(=O)[C@H](CO)NC(=O)[C@H](CO)NC(=O)[C@H](Cc2ccccc2)NC1=O	-18%
3%	/	O=C(Cc1cccs1)NC1CC(=O)N(c2ccc(Cl)cc2)C1 (stereo not drawn)	0%
-9%	4%	CCOc1ncccc1C(=O)OCc1cc(=O)oc2c(C)c(C)ccc12	-5%
16%	4%	COC(=O)c1sccc1NC(=O)CSCCc1ccccn1	1%
-19%	-15%	CC(C)c1ccc(S(=O)(=O)NC2CCCC2)cc1	-17%
0%	10%	Cc1ccc(S(=O)(=O)N2CCSC2)cc1C	/
-11%	?	O=c1cc(-c2ccc(O)cc2)oc2c([C@@H]3O[C@H](CO)[C@@H](O)[C@H](O)[C@H]3O)c(O)c([C@@H]3O[C@H](CO)[C@@H](O)[C@H](O)[C@H]3O)c(O)c12	-5%
-1%	-14%	CC(=O)N(C)c1ccc(NC(=O)Cc2cccs2)cc1	-28%
-23%	-6%	CC(=O)N[C@@H](C)c1nc2ccccc2n1CCCN1CCN(c2nc(-c3ccc(C)cc3)cs2)CC1	-6%
-2%	0%	O=Cc1ccc2noc(-c3ccc(F)cc3)c2c1	-4%
20%	/	Cc1oc(-c2ccc(C(=O)Nc3ccc(F)cc3F)cc2)nc1COc1ccccc1	-4%
8%	-1%	Cc1ccc(N(C(=O)Cn2nnc3ccccc32)C(C(=O)NCc2ccco2)c2ccc(C)o2)cc1 (stereo not drawn)	-9%
4%	-5%	O=C(NCc1n[nH]c(=S)n1-c1cccc(C(F)(F)F)c1)c1ccco1	-5%
-1%	/	Cc1cccn2c(Nc3ccccc3)c(-c3cccs3)nc12	-11%
4%	-1%	CCOC(=O)Cn1cc(/C=C(\C#N)C(=O)N2CCOCC2)c2ccccc21	?

Other records follow:
FEN1 inh	N370S GC	SMILES	GCN5L2 inh
-1%	2%	CCOc1ccc(OCCC(=O)OCC(=O)Nc2ccc(N3CCOCC3)cc2)cc1	-1%
-6%	6%	COC(=O)c1cc2ccccc2c(-c2c(O)ccc3ccccc23)c1O	-13%
-13%	/	COc1ccc(CCCc2nnc(SCC(=O)Nc3ccccc3F)o2)cc1C	-16%
-17%	4%	COc1ccc(C2C(C(C)=O)=C(O)C(=O)N2Cc2cccnc2)cc1 (stereo not drawn)	-5%
-12%	17%	O=C(O)CC12CC3CC(C1)CC(n1ncc(NCc4ccccc4Cl)c(Cl)c1=O)(C3)C2	-6%
5%	-18%	COc1ccc(-c2noc(CN(C)Cc3ccccc3)n2)c(OC)c1OC	-1%
-11%	26%	CCn1c(-c2cccn(Cc3ccc(Cl)cc3Cl)c2=O)n[nH]c1=S	-19%
14%	3%	CCC(C)(C)C1CCC(=NNS(=O)(=O)c2ccc(C)c([N+](=O)[O-])c2)CC1 (stereo not drawn)	1%
-6%	-6%	COc1ccc([C@@H]2CC=C(C(=O)O)[C@H](c3ccccc3F)N2S(=O)(=O)c2ccccc2C)cc1	-1%
14%	7%	Cc1ccc(OCC(=O)NS(=O)(=O)c2ccccc2)cc1	3%
2%	11%	N#CCCn1cc(C(=O)Nc2ccccc2Br)c(-c2cccs2)n1	-4%
-10%	-12%	CC(=O)c1cccc(NC(=O)c2sc3nc4n(c(=O)c3c2C)CCCCC4)c1	-8%
-6%	/	COc1ccc(Cl)cc1-c1nc(SCC(=O)N(C)C2CCS(=O)(=O)C2)n[nH]1 (stereo not drawn)	-1%
1%	/	O=C(c1cnn(C(=O)c2ccccc2F)c1)c1ccccc1O	0%
-4%	/	CCOc1ccc(S(=O)(=O)Nc2ccc(OC)c(Cl)c2)c2cccnc12	-4%

Further results follow:
FEN1 inh	N370S GC	SMILES	GCN5L2 inh
-16%	3%	CCC(C)(C)NC(=O)C(c1cccnc1)N(C(=O)c1csnn1)c1ccccc1 (stereo not drawn)	4%
-4%	1%	O=C(Cc1ccc(Cl)cc1)Nc1ccccc1N1CCN(C(=O)c2ccccc2)CC1	-7%
-16%	2%	O=C(Nc1cc(Sc2nc3ccccc3s2)cc([N+](=O)[O-])c1)c1ccccc1F	-4%
-1%	4%	Cc1ccc(/C=C/C(=O)NCCCN2CCN(CCCNC(=O)/C=C/c3ccc(C)o3)CC2)o1	0%
-10%	7%	CCc1ccccc1NC(=S)N(CCOC)C(C)c1ccco1 (stereo not drawn)	-14%
-1%	12%	Cc1ccc2nc(NC(=O)CCCc3nc4ccccc4s3)sc2c1	-3%
